Screens as filed in PubChem BioAssay.
VLA-4 inh – inhibition in human VLA-4 binding assay, primary screen, VLA-4 allosteric modulator project, MLPCN library, flow cytometry, VLA-4 expressing cells; Integrin alpha-4 (Homo sapiens), P13612; ligand binding flow cytometry; inhibition, % (about 7 µM as worked out from the volumes in the protocol); hit rate 0.2% among 330,000; in the data active = inhibition above about 50%
GRK2 aptamer HTS – compounds blocking aptamer binding on GRK2 – biochemical, human GRK2, bead flow cytometry, HTS, primary screen; Beta-adrenergic receptor kinase 1 (Homo sapiens), P25098; inhibition of aptamer binding, % at 10 µM; FAM-aptamer displacement from GRK2; AID 488847, 2010; hit rate 0.59% among 330,000;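 active = inhibition of aptamer binding above 40%, roughly 3 SD of noise, on plates passing a quality check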;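 also: median bead fluorescence of bound FAM aptamer so fluorescent compounds give negative values; no value below 0 was filed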
Target sequence (P25098 whole entry, looked up): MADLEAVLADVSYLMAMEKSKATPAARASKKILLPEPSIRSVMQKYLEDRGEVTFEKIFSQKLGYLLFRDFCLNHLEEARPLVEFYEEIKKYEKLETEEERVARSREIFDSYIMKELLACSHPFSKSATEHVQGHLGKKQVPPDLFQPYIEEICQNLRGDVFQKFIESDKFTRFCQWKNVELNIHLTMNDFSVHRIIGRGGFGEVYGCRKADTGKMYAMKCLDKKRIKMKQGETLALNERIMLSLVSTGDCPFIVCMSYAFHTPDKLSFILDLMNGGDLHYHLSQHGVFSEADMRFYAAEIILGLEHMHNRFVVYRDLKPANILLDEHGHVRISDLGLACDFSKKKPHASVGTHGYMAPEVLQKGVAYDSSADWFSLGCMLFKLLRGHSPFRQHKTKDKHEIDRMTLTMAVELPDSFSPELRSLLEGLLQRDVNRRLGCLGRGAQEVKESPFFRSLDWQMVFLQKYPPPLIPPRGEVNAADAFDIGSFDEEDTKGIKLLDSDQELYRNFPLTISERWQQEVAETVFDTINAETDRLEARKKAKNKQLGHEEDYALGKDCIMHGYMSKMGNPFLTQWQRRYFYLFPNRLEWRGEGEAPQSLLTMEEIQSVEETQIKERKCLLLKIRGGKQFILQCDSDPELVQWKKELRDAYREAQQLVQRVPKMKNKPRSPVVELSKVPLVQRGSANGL
Fam108B counter – mouse Fam108B serine hydrolase inhibitors, primary screen, counter-screen for RBBP9 inhibitor project, biochemical, fluorescence polarization; recombinant Fam108B, FP-Rh probe fluorescence polarization; hit rate 0.33% among 300,000; inhibition, % at 9.51 µM;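 active = inhibition above the screen mean inhibition plus 3 SD, computed separately per campaign, cut at about 18% in these data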;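 also: inhibitors lower polarization as less probe binds the enzyme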
MEX-5 binding – MEX-5 zinc finger RNA-binding disruptors – biochemical, C. elegans, fluorescence polarization, MLPCN library, primary screen; AID 1832, 2009; activity score (negative = inhibition of binding), % at 10 µM; hit rate 0.38% among 300,000; MEX-5/FITC-TCR2 RNA binding; stronger effect = lower value; Zinc finger protein mex-5 (Caenorhabditis elegans), Q9XUB2;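 active = inhibition past about -25% in most replicates, and total fluorescence under double the plate's negative control median, limit read from the data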;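 also: 0% = DMSO and -100% = 5 µM competing unlabeled TCR2 RNA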
AGP1 TOR yeast – modulators of AGP1-GFP expression in yeast TOR pathway, primary screen, cell-based, multiplex flow cytometry, S. cerevisiae, MLPCN library. 3 h; GFP as percent of DMSO wells. hit rate 0.02% among 320,000. GFP response vs DMSO, % at 10 µM;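 active = GFP response relative to DMSO above a set limit, near screen average plus 3 SD, cut at about 150% in these data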;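 also: median GFP channel fluorescence of the gated AGP1 strain per well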
MCL1 BIM primary – inhibitors of MCL1 binding to BIM-BH3, primary screen, biochemical, fluorescence polarization; inhibition, % at 10.9 µM; hit rate 0.68% among 320,000; AID 2057, 2009; GST-MCL1 / FITC-Bim-BH3 fluorescence polarization;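 active = inhibition above the mean inhibition of all tested compounds plus 3 SD, set per campaign, cut at about 40% in these data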;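 also: 0% = DMSO wells and 100% = unlabeled Bim-BH3 peptide control; higher means more loss of mP so more displacement of Bim peptide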
Target sequence (Q07820 whole entry, looked up): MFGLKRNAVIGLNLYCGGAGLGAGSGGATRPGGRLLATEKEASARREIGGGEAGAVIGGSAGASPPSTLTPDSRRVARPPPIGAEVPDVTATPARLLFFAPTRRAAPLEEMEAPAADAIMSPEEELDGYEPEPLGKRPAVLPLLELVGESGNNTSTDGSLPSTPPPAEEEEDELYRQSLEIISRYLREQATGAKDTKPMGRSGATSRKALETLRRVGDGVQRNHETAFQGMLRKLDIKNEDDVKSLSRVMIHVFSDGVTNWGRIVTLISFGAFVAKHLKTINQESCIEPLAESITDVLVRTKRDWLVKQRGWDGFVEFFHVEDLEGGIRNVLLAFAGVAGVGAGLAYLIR
GLD-1 TGE inh – GLD-1/TGE RNA complex disruptors, primary screen, biochemical, fluorescence polarization. Female germline-specific tumor suppressor gld-1 (Caenorhabditis elegans), Q17339. purified GLD-1 + fluorescein TGE RNA. inhibition, % at 5.96 µM. hit rate 0.44% among 320,000. AID 2280, 2010;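 active = percent inhibition above a per-plate cutoff, the plate mean of test compounds plus 3 SD, cut at about 30% in these data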;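 also: 0% = DMSO wells with GLD-1 and probe and 100% = wells lacking GLD-1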
BCLXL inh – inhibitors of human Bcl-xL, primary screen, biochemical, fluorescence polarization, HTS. inhibition, % at 10.9 µM. hit rate 0.7% among 320,000. Bcl-2-like protein 1 (Homo sapiens), Q07817. GST-Bcl-xL / FITC-Bim BH3 peptide fluorescence polarization;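 active = inhibition above the mean of all tested compounds plus 3 SD, cutoff set per campaign, cut at about 30% in these data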;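 also: 0% = DMSO wells and 100% = unlabeled Bim-BH3 peptide competitor; inhibitors lower millipolarization by displacing the labeled peptide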
CIT2-GFP yeast – modulators of CIT2-GFP expression in yeast, primary screen, S. cerevisiae, GFP fusion, multiplex flow cytometry, MLPCN library; hit rate 0.065% among 320,000; GFP response vs DMSO, % at 10 µM; S. cerevisiae CIT2-GFP strain, 3 h; 100 means same as DMSO wells;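 active = GFP response relative to DMSO above a set limit, near the screen mean plus 3 SD, cut at about 150% in these data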;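 also: ratio of well median GFP fluorescence to mean of DMSO wells on the plate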
Numbers without * were called inactive; [ ] = remark or other dose.

What do the screens show for `O=C(Oc1ccccc1F)C1CCN(C(=O)c2ccc(F)cc2)CC1`?
VLA-4 inh: 8; GRK2 aptamer HTS: 5; Fam108B counter: -3; MEX-5 binding: 0.5; AGP1 TOR yeast: 89; MCL1 BIM primary: 3; GLD-1 TGE inh: -2; BCLXL inh: 1; CIT2-GFP yeast: 83

How did Cc1ccc(C(=O)c2cn(-c3ccc(F)c(Cl)c3)nn2)cc1 do in these assays?
VLA-4 inh: 5; GRK2 aptamer HTS: 0; Fam108B counter: 2; MEX-5 binding: -3.1; AGP1 TOR yeast: 111; MCL1 BIM primary: 3; GLD-1 TGE inh: 9; BCLXL inh: 2; CIT2-GFP yeast: 108

What do the screens show for `CCCc1cc(=O)[nH]c(SCC(=O)c2ccc3c(c2)OCCO3)n1`?
VLA-4 inh: -10; GRK2 aptamer HTS: 1; Fam108B counter: 6; MEX-5 binding: 0.4; AGP1 TOR yeast: 100; MCL1 BIM primary: 4; GLD-1 TGE inh: 5; BCLXL inh: 3; CIT2-GFP yeast: 100

How did O=S(=O)(NCCN1CCCC1)c1ccc(Br)cc1 do in these assays?
VLA-4 inh: -7; GRK2 aptamer HTS: 0; Fam108B counter: 0; MEX-5 binding: 2.1; AGP1 TOR yeast: 112; MCL1 BIM primary: 4; GLD-1 TGE inh: -1; BCLXL inh: 0; CIT2-GFP yeast: 111

What do the screens show for `COc1ccc(-n2c(SCC(=O)Nc3ccc(NC(C)=O)cc3)nc3c([nH]c4ccccc43)c2=O)cc1OC`?
VLA-4 inh: -5; GRK2 aptamer HTS: 0; Fam108B counter: 0; MEX-5 binding: 0.9; AGP1 TOR yeast: 100[may fluoresce green]; MCL1 BIM primary: -2; GLD-1 TGE inh: -7; BCLXL inh: 4; CIT2-GFP yeast: 102[may fluoresce green]

How did Cc1ccc(C(=O)Nc2nc(-c3cccnc3)cs2)o1 do in these assays?
VLA-4 inh: 13; GRK2 aptamer HTS: 2; Fam108B counter: 1; MEX-5 binding: -2.9; AGP1 TOR yeast: 106; MCL1 BIM primary: -14; GLD-1 TGE inh: 7; BCLXL inh: 13; CIT2-GFP yeast: 104

What do the screens show for `O=C(N/N=C\c1ccc2c(c1)OCO2)c1cncc(Br)c1`?
VLA-4 inh: 3; GRK2 aptamer HTS: 0; Fam108B counter: -5; MEX-5 binding: -3.9; AGP1 TOR yeast: 102; MCL1 BIM primary: -7; GLD-1 TGE inh: -2; BCLXL inh: -7; CIT2-GFP yeast: 93

How did CCCCc1c(O)n2c(nc3ccccc32)[nH]c1=O do in these assays?
VLA-4 inh: 4; GRK2 aptamer HTS: 3; Fam108B counter: -1; MEX-5 binding: 1.5; AGP1 TOR yeast: 110; MCL1 BIM primary: -13; GLD-1 TGE inh: 0; BCLXL inh: -1; CIT2-GFP yeast: 100

How did O=C(O)c1ccc(CN(c2ccccn2)S(=O)(=O)c2ccccc2)cc1 do in these assays?
VLA-4 inh: 5; GRK2 aptamer HTS: 0; Fam108B counter: -4; MEX-5 binding: -1.3; AGP1 TOR yeast: 95; MCL1 BIM primary: -7; GLD-1 TGE inh: 5; BCLXL inh: -9; CIT2-GFP yeast: 97

How did O=C1Nc2ccc(F)cc2C12Nc1ccccc1-c1nnc(SCc3ccccc3F)nc1O2 (stereo unspecified) do in these assays?
VLA-4 inh: 1; GRK2 aptamer HTS: 5; Fam108B counter: 1; MEX-5 binding: -5.4; AGP1 TOR yeast: 108; MCL1 BIM primary: 2; GLD-1 TGE inh: 5; BCLXL inh: -1; CIT2-GFP yeast: 100

Results for CC1=CC(C)(C)N(C(=O)CNC2CCCC2)c2cc(C)ccc21 ?
VLA-4 inh: 1; GRK2 aptamer HTS: 1; Fam108B counter: -2; MEX-5 binding: -1.9; AGP1 TOR yeast: 125; MCL1 BIM primary: -1; GLD-1 TGE inh: -5; BCLXL inh: 2; CIT2-GFP yeast: 119

How did COc1ccccc1CN1C[C@@H]2C[C@@H](c3ccc(Cl)cc3)N3CCC[C@@]23C1=O do in these assays?
VLA-4 inh: 9; GRK2 aptamer HTS: 4; Fam108B counter: 0; MEX-5 binding: 1.6; AGP1 TOR yeast: 104; MCL1 BIM primary: 1; GLD-1 TGE inh: 1; BCLXL inh: 1; CIT2-GFP yeast: 103

What do the screens show for `CC[C@@]1(c2cccc(C)c2)C(=O)N(C(=O)OC)N1C(=O)OC`?
VLA-4 inh: 1; GRK2 aptamer HTS: 3; Fam108B counter: 6; MEX-5 binding: -0.5; AGP1 TOR yeast: 80; MCL1 BIM primary: -1; GLD-1 TGE inh: 6; BCLXL inh: 3; CIT2-GFP yeast: 68

What do the screens show for `COc1cccc(/C=C2\SC(=S)N(CC(=O)N(C)C3CCS(=O)(=O)C3)C2=O)c1` (stereo unspecified)?
VLA-4 inh: 11; GRK2 aptamer HTS: 2; Fam108B counter: 2; MEX-5 binding: -1.6; AGP1 TOR yeast: 98; MCL1 BIM primary: 6; GLD-1 TGE inh: -3; BCLXL inh: 0; CIT2-GFP yeast: 101

Results for CC(=O)c1ccc(N=Nc2c(C)[nH][nH]c2=O)cc1 ?
VLA-4 inh: -2; GRK2 aptamer HTS: 2; Fam108B counter: 2; AGP1 TOR yeast: 96; MCL1 BIM primary: 3; GLD-1 TGE inh: -4; BCLXL inh: 3; CIT2-GFP yeast: 93

Results for CCOc1cc(/C=C2\C(=N)N3N=C(N4CCCCC4)SC3=NC2=O)ccc1OC(=O)c1ccco1 ?
VLA-4 inh: -21; GRK2 aptamer HTS: 3; Fam108B counter: 3; MEX-5 binding: 1.3; AGP1 TOR yeast: 108; MCL1 BIM primary: 5; GLD-1 TGE inh: -2; BCLXL inh: 0; CIT2-GFP yeast: 109

Results for Cc1cc(NC(=O)c2cc(C)on2)no1 ?
VLA-4 inh: 3; GRK2 aptamer HTS: 0; Fam108B counter: 5; MEX-5 binding: -2.0; AGP1 TOR yeast: 98; MCL1 BIM primary: 4; GLD-1 TGE inh: 0; BCLXL inh: 4; CIT2-GFP yeast: 104

Results for Cc1ccccc1NC(=O)CSc1nc(=O)n(CCN2CCOCC2)c2c1CCCC2 ?
VLA-4 inh: 1; GRK2 aptamer HTS: 1; Fam108B counter: 1; MEX-5 binding: -1.4; AGP1 TOR yeast: 106; MCL1 BIM primary: 1; GLD-1 TGE inh: 1; BCLXL inh: 3; CIT2-GFP yeast: 100

What do the screens show for `O=C(CN1CCN(S(=O)(=O)c2cc(Cl)ccc2Cl)CC1)Nc1ccc2c(c1)OCCO2`?
VLA-4 inh: -10; GRK2 aptamer HTS: 1; Fam108B counter: 0; MEX-5 binding: 0.2; AGP1 TOR yeast: 108; MCL1 BIM primary: -3; GLD-1 TGE inh: -3; BCLXL inh: 24; CIT2-GFP yeast: 105

Results for CCOC(=O)c1nn(-c2ccccc2)c2nc(-c3ccc(OC)cc3)c(C#N)c(=O)n12 ?
VLA-4 inh: 3; GRK2 aptamer HTS: 2; Fam108B counter: -2; MEX-5 binding: 1.1; AGP1 TOR yeast: 98; MCL1 BIM primary: 0; GLD-1 TGE inh: 6; BCLXL inh: 1; CIT2-GFP yeast: 102

Quoted from above (3 entries):
What do the screens show for `O=C(Oc1ccccc1F)C1CCN(C(=O)c2ccc(F)cc2)CC1`?
VLA-4 inh: 8; GRK2 aptamer HTS: 5; Fam108B counter: -3; MEX-5 binding: 0.5; AGP1 TOR yeast: 89; MCL1 BIM primary: 3; GLD-1 TGE inh: -2; BCLXL inh: 1; CIT2-GFP yeast: 83

How did Cc1ccc(C(=O)c2cn(-c3ccc(F)c(Cl)c3)nn2)cc1 do in these assays?
VLA-4 inh: 5; GRK2 aptamer HTS: 0; Fam108B counter: 2; MEX-5 binding: -3.1; AGP1 TOR yeast: 111; MCL1 BIM primary: 3; GLD-1 TGE inh: 9; BCLXL inh: 2; CIT2-GFP yeast: 108

What do the screens show for `CCCc1cc(=O)[nH]c(SCC(=O)c2ccc3c(c2)OCCO3)n1`?
VLA-4 inh: -10; GRK2 aptamer HTS: 1; Fam108B counter: 6; MEX-5 binding: 0.4; AGP1 TOR yeast: 100; MCL1 BIM primary: 4; GLD-1 TGE inh: 5; BCLXL inh: 3; CIT2-GFP yeast: 100

New compounds follow.
Results for Cc1cc(C(F)(F)F)nc(SCC(=O)Nc2ccccc2)n1 ?
VLA-4 inh: 1; GRK2 aptamer HTS: 0; Fam108B counter: 7; MEX-5 binding: 1.9; AGP1 TOR yeast: 98; MCL1 BIM primary: -2; GLD-1 TGE inh: 10; BCLXL inh: 3; CIT2-GFP yeast: 94

How did Cc1ccnc(NCc2ccc(Br)cc2)c1 do in these assays?
VLA-4 inh: -6; GRK2 aptamer HTS: 4; Fam108B counter: 5; MEX-5 binding: 2.4; AGP1 TOR yeast: 106; MCL1 BIM primary: -2; GLD-1 TGE inh: 5; BCLXL inh: 0; CIT2-GFP yeast: 103

What do the screens show for `CCCOc1ccc(C2c3c(oc4cc(C)c(C)cc4c3=O)C(=O)N2CCCN2CCOCC2)cc1` (stereo unspecified)?
VLA-4 inh: -9; GRK2 aptamer HTS: 0; Fam108B counter: 0; MEX-5 binding: 0.1; AGP1 TOR yeast: 105; MCL1 BIM primary: 14; GLD-1 TGE inh: 8; BCLXL inh: 12; CIT2-GFP yeast: 103

What do the screens show for `Cc1cccc(/C(N)=N/OC(=O)c2ccc(F)cc2)c1`?
VLA-4 inh: 11; GRK2 aptamer HTS: 0; Fam108B counter: -2; MEX-5 binding: -0.4; AGP1 TOR yeast: 46; MCL1 BIM primary: -7; GLD-1 TGE inh: 4; BCLXL inh: -3; CIT2-GFP yeast: 142

What do the screens show for `Cc1ccc(OCC(=O)NC(=S)Nc2cccc(C)n2)cc1`?
VLA-4 inh: -3; GRK2 aptamer HTS: 4; Fam108B counter: -4; MEX-5 binding: 0.7; AGP1 TOR yeast: 98; MCL1 BIM primary: 12; GLD-1 TGE inh: 5; BCLXL inh: 9; CIT2-GFP yeast: 96

How did CCCNC(=O)CNC(=O)c1ccc(C#N)cc1 do in these assays?
VLA-4 inh: 20; GRK2 aptamer HTS: 1; AGP1 TOR yeast: 101; GLD-1 TGE inh: -1; CIT2-GFP yeast: 103

Results for COc1ccc(CCNC(=O)c2cccn2C)cc1 ?
VLA-4 inh: 17; GRK2 aptamer HTS: 4; Fam108B counter: 0; MEX-5 binding: 2.4; AGP1 TOR yeast: 100; MCL1 BIM primary: 3; GLD-1 TGE inh: 2; BCLXL inh: 7; CIT2-GFP yeast: 100

What do the screens show for `C=CCn1c(COc2cccc(C)c2)nnc1SCC(=O)c1c[nH]c2c(CC)cccc12`?
VLA-4 inh: 3; GRK2 aptamer HTS: 0; Fam108B counter: 1; MEX-5 binding: 1.0; AGP1 TOR yeast: 100; MCL1 BIM primary: -11; GLD-1 TGE inh: -1; BCLXL inh: -7; CIT2-GFP yeast: 101
